Source: PubChem BioAssay
UBC13 inh – blocks human UBC13 polyubiquitin chain formation. P61088. TR-FRET. inhibition, % at 20 µM. hit rate 0.47% among 330,000; in the data active = inhibition above about 45%, passing the limit was not always enough
Target sequence (P61088 whole entry, looked up): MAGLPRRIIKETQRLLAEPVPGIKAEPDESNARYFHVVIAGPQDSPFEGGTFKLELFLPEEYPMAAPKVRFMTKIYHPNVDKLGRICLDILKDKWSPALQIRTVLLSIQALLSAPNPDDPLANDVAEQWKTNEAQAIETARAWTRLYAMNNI
Jurkat NFkB inh – inhibitors of the PMA/ionomycin-induced NF-kB reporter in Jurkat cells | PMA/ionomycin-induced NF-kB luciferase reporter, luminescence | inhibition, % at 4 µM | hit rate 0.53% among 330,000 | AID 435003
SENP7 inh – SENP7 protease inhibition; recombinant SENP7, Z-RLRGG-aminoluciferin luminescence, 40 min; inhibition, % at 5 µM; AID 434973; Q9BQF6; hit rate 1.5% among 330,000;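 active = inhibition above about 50% at the single test dose, limit read from the data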;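 also: plate controls were DMSO with enzyme for no effect and no enzyme buffer wells for full effect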
Target sequence (Q9BQF6 706-1050 limits assumed): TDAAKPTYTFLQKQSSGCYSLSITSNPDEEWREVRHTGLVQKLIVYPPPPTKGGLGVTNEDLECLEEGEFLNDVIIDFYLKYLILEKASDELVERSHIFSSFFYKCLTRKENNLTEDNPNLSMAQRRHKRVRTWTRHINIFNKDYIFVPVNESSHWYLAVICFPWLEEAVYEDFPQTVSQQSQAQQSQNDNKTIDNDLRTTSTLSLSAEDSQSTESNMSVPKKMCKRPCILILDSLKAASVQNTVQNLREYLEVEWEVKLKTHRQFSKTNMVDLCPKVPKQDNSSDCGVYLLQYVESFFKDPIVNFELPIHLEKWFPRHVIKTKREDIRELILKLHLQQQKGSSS
697 NFkB inh – lowers PMA/ionomycin-induced NF-kB signal in 697 B cells; inhibition, % at 4 µM; 697 B-cell NF-kB luciferase reporter, 16 h; hit rate 0.33% among 330,000; in the data active = inhibition above about 35%
Apaf-1 inh – human Apaf-1 inhibition. O14727. reconstituted apoptosome caspase-3 activity, DEVD-Rh110 fluorescence. inhibition, % at 20 µM. hit rate 0.71% among 330,000. AID 489030; active = inhibition of at least 40% at 20 µM;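 also: plate controls were DMSO wells for no effect and DEVD-CHO caspase inhibitor wells for full effect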
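Material: reconstituted apoptosome with Apaf-1, cytochrome c, caspase-9, procaspase-3, dATP. Technique: Rh110 fluorescence intensity. Buffer or medium: pH 7.5 Hepes buffer with CHAPS, BSA, DTT. Times: 30 min plus 50 min, RT.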
SENP8 inh – SENP8 protease inhibition; Q96LD8; purified SENP8, Z-RLRGG-aminoluciferin cleavage, luminescence; inhibition, % at 10 µM; hit rate 1.2% among 330,000; AID 2540
Target sequence (Q96LD8 whole entry, looked up): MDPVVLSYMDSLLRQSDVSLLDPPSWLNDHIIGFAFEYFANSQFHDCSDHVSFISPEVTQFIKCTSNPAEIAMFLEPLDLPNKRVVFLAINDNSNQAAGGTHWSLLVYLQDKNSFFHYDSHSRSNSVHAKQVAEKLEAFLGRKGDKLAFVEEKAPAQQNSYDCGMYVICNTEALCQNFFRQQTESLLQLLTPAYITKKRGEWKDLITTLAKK
HKDC1 inh – HKDC1 (human) hexokinase inhibition. Q2TB90. recombinant HKDC1, G6PDH/diaphorase resazurin coupled fluorescence. inhibition, % at 20 µM. hit rate 0.16% among 340,000. AID 493160;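 active = inhibition above about 35% when tested at 20 µM, limit read from the data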;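 also: plate controls were DMSO wells with enzyme for no effect and DMSO wells lacking enzyme for full effect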
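Material: recombinant HKDC1 hexokinase; Amount: HKDC1 at 5 µg/mL; Medium: Tris pH 8.0 buffer with MgCl2, Tween-20, BSA, BME; Schedule: 90 min reaction incubation at room temperature, dark; Technique: coupled resazurin fluorescence, excitation 525 nm, emission 613 nm.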
Gli-Sufu block – blocks Gli-Sufu signaling in a luciferase reporter; inhibition, % at 5 µM; hit rate 0.74% among 340,000; Sufu-KO-LIGHT fibroblasts, Gli luciferase reporter luminescence;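 active = inhibition above about 55%, limit read from the data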;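 also: 0% = DMSO-treated cells and 100% = wells with medium but no cells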
Active calls of the source: *; nt = no result given. Rule as the data show it, unless noted: active = inhibition above about 50%; inactive = the rest. Rows are unselected; overall some 3.6% were active at least once.

Sequence of screens – UBC13 inh, SENP8 inh, Apaf-1 inh, Gli-Sufu block, 697 NFkB inh, SENP7 inh, HKDC1 inh, Jurkat NFkB inh
1) CC(=O)c1cc(C)ccc1OC(=O)c1cccnc1
  -6, 1, 8, 5, -31, 4, -6, -15
2) O=C(CSc1nc2ccccc2s1)Nc1ccc(C(=O)O)cc1
  -6, -2, -13, -9, 1, 10, 2, -8
3) CCn1c(=O)c(=O)[nH]c2cc(C(=O)N3CCN(Cc4ccc5c(c4)OCO5)CC3)ccc21
  2, -4, -3, -8, 13, -2, -6, 5
4) CC(C)CNS(=O)(=O)c1ccc2c(c1)OCCO2
  2, -7, 3, 4, 27, 9, 0, -6
5) O=C(COc1c(F)c(F)c(C(F)(F)F)c(F)c1F)Nc1ccc(N2CCOCC2)c(Cl)c1
  -3, -5, 17, 18, 2, 0, 10, 6
6) COc1ccc(CN2CCC(C(=O)Nc3ccc(Oc4cccnc4)cc3)CC2)cc1
  5, 1, 58*, 32, 9, -10, -8, 23
7) CN(C(=O)c1ccccc1NC(=O)C(F)(F)F)c1ccccc1
  -4, -4, -9, 3, 5, -3, -12, 19
8) O=C(N/N=C/c1cc2c(c([N+](=O)[O-])c1)OCO2)c1ccncc1
  -16, -5, -2, -7, 9, 20, -2, 2
9) COc1ccc(CCNC(=O)CN2CCOc3ccccc32)cc1OC
  -2, -3, -6, 2, 17, -7, 1, 12
10) CCn1c(COc2ccc(=O)n(-c3ccccc3)n2)n[nH]c1=S
  4, 1, -16, 26, 0, 7, -5, -5
11) O=C(NC1CCCCC1)c1cc(-c2ccc(O)cc2)on1
  0, -14, 0, -40, -79, -2, -3, -68
12) COc1cc(C(C)=O)ccc1O
  -30, -10, -6, -2, -12, -10, -2, 4
13) CCOC(=O)CN1C(=O)NC2NC(=O)NC21 (configuration not stated)
  0, 3, -4, 10, 14, 2, -10, 7
14) COCCNCCOCCOc1cccc(OC)c1
  0, -3, 5, 9, 6, -2, -5, -21
15) CCC(C)(C)C1CCC2(CC1)NC(=O)N(CC(=O)Nc1nc(-c3ccc(C)cc3)cs1)C2=O (configuration not stated)
  -21, -3, 10, -3, -18, -6, -1, -22
16) CCc1ccc(NC(=O)C2CCCN(S(=O)(=O)c3cccs3)C2)cc1 (configuration not stated)
  1, 4, 17, 2, 3, 1, -7, 15
17) CC(=O)Cc1nnn(-c2cc(C)on2)n1
  -5, 1, -20, nt, -7, 5, nt, -7
18) Cc1cc2cc(CN(Cc3ccco3)C(=O)C3CCCCC3)c(=O)[nH]c2cc1C
  1, 4, 30, -6, 5, -1, -4, 5
19) COC(=O)c1ccccc1-n1c(C)nc(=O)c(-c2ccccc2)c1C
  0, -8, -3, 3, -6, -8, -3, -14
20) NS(=O)(=O)c1ccc(CNC(=O)c2cc(-c3ccccn3)nc3ccc(Cl)cc23)cc1
  -16, 1, 10, -3, 10, 8, -3, 0
21) Cc1ccccc1S(=O)(=O)Cc1ccc(C(=O)NC2CC2)o1
  0, 9, 7, 3, 26, 5, 3, -6
22) O=C(Nc1ccccc1F)c1ccncc1
  -7, -9, 8, 3, -18, -8, 0, -19
23) COc1ccc(C(=O)NCc2nnc(SCC(=O)c3ccc(F)cc3)n2C)cc1OC
  -5, -8, 6, -10, -9, 9, -3, 3
24) O=C1C2C3CCC(CC3)C2C(=O)N1c1ccccc1 (configuration not stated)
  -8, -2, 0, 0, -3, -3, -3, -6
25) Nc1nc2nc(-c3ccccc3)cc(C(F)(F)F)c2s1
  25, -3, 29, 24, -8, 1, 1, -4
26) CCOC(=O)c1c(N)sc2c1CCC(C)C2 (configuration not stated)
  -18, -15, 12, -6, -26, -10, 2, 4
27) O=C(Cn1c(=O)c(=O)n(Cc2ccccc2)c2ccc(Cl)cc21)Nc1cc(F)ccc1F
  38, 1, 15, nt, -15, 5, nt, -1
28) COc1ccc2[nH]c3c(=O)n4c(nc3c2c1)SCCC4
  3, -1, 4, -9, 8, 6, -4, -18
29) CCOC(=O)c1ccc(S(=O)(=O)N2CCN(S(=O)(=O)CC)CC2)cc1
  -9, -1, 10, -11, -40, -4, -3, -21
30) Cc1ccc(-c2oc3ncnc(N)c3c2-c2ccc(C)cc2)cc1
  88*, 5, 25, -1, 4, -6, -9, -4

Single records, from the list above:
O=C(COc1c(F)c(F)c(C(F)(F)F)c(F)c1F)Nc1ccc(N2CCOCC2)c(Cl)c1 across the screens: UBC13 inh: -3; SENP8 inh: -5; Apaf-1 inh: 17; Gli-Sufu block: 18; 697 NFkB inh: 2; SENP7 inh: 0; HKDC1 inh: 10; Jurkat NFkB inh: 6
Cc1ccc(-c2oc3ncnc(N)c3c2-c2ccc(C)cc2)cc1 across the screens: UBC13 inh: 88*; SENP8 inh: 5; Apaf-1 inh: 25; Gli-Sufu block: -1; 697 NFkB inh: 4; SENP7 inh: -6; HKDC1 inh: -9; Jurkat NFkB inh: -4

Additional results:
Sequence of screens – UBC13 inh, SENP8 inh, Apaf-1 inh, Gli-Sufu block, 697 NFkB inh, SENP7 inh, HKDC1 inh, Jurkat NFkB inh
31) COc1ccccc1C(=O)NNc1ncc(C)s1
  0, -3, 4, 20, 10, 6, -9, -3
32) Cn1cc(S(=O)(=O)NC2CCCCC2)c(=O)n(C)c1=O
  5, 3, 3, 16, 8, 4, -3, 4
33) CCn1c(=O)c([N+](=O)[O-])c(NCC2CCCO2)c2ccccc21 (configuration not stated)
  7, -8, -14, 6, 8, 1, 0, 14
34) COc1ccc(CNCc2ccncc2)cc1OC
  -5, 0, 0, 17, -33, 3, -5, 9
35) Cc1cc(C(=S)N2CCOCC2)c(C)n1-c1ccc(Cl)cc1
  6, -5, 25, 1, -11, -6, 0, -15
36) Nc1nnnn1/N=C/c1cc(Cl)cc(Cl)c1O
  -3, -5, 0, 20, -1, 9, 5, -9
37) CCCS(=O)(=O)c1nc(S(=O)(=O)c2ccc(C)cc2)c(N2CCC(C)CC2)s1
  2, 0, 15, 2, 7, -2, -2, 16
38) O=C(Nc1c(C(=O)c2ccccc2)oc2ccccc12)c1cc(-c2ccccc2O)n[nH]1
  -21, -8, 19, 8, -1, -1, -13, -9
39) O=C(NCc1cccnc1)c1ccc(Cl)c(S(=O)(=O)N2CCCCCC2)c1
  4, 5, 1, 8, -9, 3, 5, 1
40) CCOC(=O)c1c(C)c(C(=O)NCc2ccccc2OC)c(C)n1C
  -8, -1, 11, nt, -20, 1, 1, -15
41) CCCCNc1ccc(C(CC(N)=O)NC(=O)Cc2cccc3ccccc23)cc1[N+](=O)[O-] (configuration not stated)
  -46, -15, 7, 37, 1, -8, -5, -5
42) O=C(CCc1c[nH]c2ccccc12)NCC1CCCO1 (configuration not stated)
  -9, -3, 12, -7, -16, -12, 2, -10
43) Cc1ccc(CNC(=O)CSc2ncn[nH]2)cc1
  -10, -5, 8, 6, 6, -6, 2, 4
44) Cn1nc([N+](=O)[O-])nc1Sc1ccc(C(C)(C)C)cc1
  6, 8, 6, -3, 6, 5, 2, 0
45) O=C(Cn1cnc2c(nnn2Cc2ccc(Cl)cc2)c1=O)NC1CCCC1
  -2, -2, -2, 0, 9, -5, 3, 3

A different layout for part of the listing above.
entry | SMILES | UBC13 inh | SENP8 inh | Apaf-1 inh | Gli-Sufu block | 697 NFkB inh | SENP7 inh | HKDC1 inh | Jurkat NFkB inh
32 | Cn1cc(S(=O)(=O)NC2CCCCC2)c(=O)n(C)c1=O | 5 | 3 | 3 | 16 | 8 | 4 | -3 | 4
33 | CCn1c(=O)c([N+](=O)[O-])c(NCC2CCCO2)c2ccccc21 (configuration not stated) | 7 | -8 | -14 | 6 | 8 | 1 | 0 | 14
34 | COc1ccc(CNCc2ccncc2)cc1OC | -5 | 0 | 0 | 17 | -33 | 3 | -5 | 9
35 | Cc1cc(C(=S)N2CCOCC2)c(C)n1-c1ccc(Cl)cc1 | 6 | -5 | 25 | 1 | -11 | -6 | 0 | -15
36 | Nc1nnnn1/N=C/c1cc(Cl)cc(Cl)c1O | -3 | -5 | 0 | 20 | -1 | 9 | 5 | -9
37 | CCCS(=O)(=O)c1nc(S(=O)(=O)c2ccc(C)cc2)c(N2CCC(C)CC2)s1 | 2 | 0 | 15 | 2 | 7 | -2 | -2 | 16
38 | O=C(Nc1c(C(=O)c2ccccc2)oc2ccccc12)c1cc(-c2ccccc2O)n[nH]1 | -21 | -8 | 19 | 8 | -1 | -1 | -13 | -9
39 | O=C(NCc1cccnc1)c1ccc(Cl)c(S(=O)(=O)N2CCCCCC2)c1 | 4 | 5 | 1 | 8 | -9 | 3 | 5 | 1
40 | CCOC(=O)c1c(C)c(C(=O)NCc2ccccc2OC)c(C)n1C | -8 | -1 | 11 | nt | -20 | 1 | 1 | -15
41 | CCCCNc1ccc(C(CC(N)=O)NC(=O)Cc2cccc3ccccc23)cc1[N+](=O)[O-] (configuration not stated) | -46 | -15 | 7 | 37 | 1 | -8 | -5 | -5
42 | O=C(CCc1c[nH]c2ccccc12)NCC1CCCO1 (configuration not stated) | -9 | -3 | 12 | -7 | -16 | -12 | 2 | -10
43 | Cc1ccc(CNC(=O)CSc2ncn[nH]2)cc1 | -10 | -5 | 8 | 6 | 6 | -6 | 2 | 4
44 | Cn1nc([N+](=O)[O-])nc1Sc1ccc(C(C)(C)C)cc1 | 6 | 8 | 6 | -3 | 6 | 5 | 2 | 0

(more compounds)
Sequence of screens – UBC13 inh, SENP8 inh, Apaf-1 inh, Gli-Sufu block, 697 NFkB inh, SENP7 inh, HKDC1 inh, Jurkat NFkB inh
46) COc1ccc(-n2cc(CNC3CCOCC3)c(-c3cccc(F)c3)n2)cc1
  11, 2, -5, 5, 8, -7, -3, 11
47) COc1ccc(NC(=O)Nc2nnc(C(C)C)s2)cc1
  -10, -9, 0, -43, -60, -7, -16, -57
48) C[C@@]12C(=O)Nc3ccc(Br)cc3C(=O)N1[C@H]1c3cc(Cl)ccc3OC[C@@H]1[C@@H]2c1ccccc1
  -12, -3, -3, 5, 23, -2, 1, 29
49) O=C(Nc1nnc(Cc2ccc(Cl)cc2)s1)c1cccs1
  1, -7, 3, 7, -11, 1, -8, 1
50) CCO/C=C1/C(=O)N(c2ccc(OC)cc2)C(=O)c2ccccc21
  0, 6, 23, 4, 5, 26, -1, -1
51) Cc1nc(NCCc2ccccc2)c2oc3ccccc3c2n1
  5, -7, 0, 22, -27, -1, 2, 17
52) COC(=O)C(C)N=Cc1ccccc1 (configuration not stated)
  -14, -7, 3, -26, 17, -5, -7, 0
53) C[C@H](NC(=O)Nc1cccc(C(F)(F)F)c1)C(=O)O
  -15, -4, -4, -2, 1, -8, 9, -1
54) Cc1ccc(NC(=O)C(NC2CCCC2)c2ccccc2)cc1Cl (configuration not stated)
  18, -4, 5, 26, 7, -5, -6, 8
55) Cc1ccc(S(=O)(=O)Nc2cc(=O)[nH]c(SCC(=O)Nc3ccccc3C(F)(F)F)n2)cc1
  9, 3, -5, 15, 6, -1, -3, 3
56) CNC(=O)c1cc2cc(Cl)cc(OC)c2oc1=O
  -7, -11, 6, -11, -10, 4, 6, -7
57) O=S(=O)(Cc1ccccc1)Oc1ccccc1
  0, -9, 5, -27, -4, -2, 2, 2
58) O=C(O)c1ccc(N2CC3CC(C2)c2cccc(=O)n2C3)c(NC(=S)Nc2ccc(Br)cc2)c1 (configuration not stated)
  -2, -2, 5, -6, -6, 9, 0, -3
59) CCOC(=O)C1=C(C)NC2=C(C(=O)CC(c3cccs3)C2)C1c1cccs1 (configuration not stated)
  3, -1, 15, 0, -28, -10, 8, 60*
60) COC(=O)c1cc(Cn2nc(C(=O)O)c3ccccc3c2=O)oc1C
  -12, 9, 6, 28, 2, 2, -2, -12
61) O=C(O)c1cccc(-n2cccc2/C=C/[N+](=O)[O-])c1
  -1, 2, -3, 3, 22, -11, 17, -6
62) Cc1cc(C(F)F)n2ncc(C(=O)NC3CCCCCC3)c2n1
  13, -7, 7, 7, 15, 2, -6, 17
63) CC(C)C(=O)Nc1ncc(Cc2ccc(Cl)cc2)s1
  8, -8, 20, -9, -68, -9, -3, -32
64) Cc1nc2sccn2c(=O)c1S(=O)(=O)NCC(C)c1ccccc1 (configuration not stated)
  -3, -8, 0, 2, -9, 12, -4, -9
65) CCCCC1(CC)C(=O)NC(=O)NC1=Nc1ccc(OC)cc1 (configuration not stated)
  -5, -12, 1, -3, -5, -5, -5, -6
66) COc1ccc(NC(=O)CCSc2ccc3ccccc3n2)cc1
  14, 3, 6, 1, 3, 7, -5, -3
